# From PubChem
# Tb PYK inh = blocks Trypanosoma brucei pyruvate kinase. Q57TT1. AID 624173. Potency, µM (highest dose often 76.8 µM), without a hit: top-dose activity, negative = inhibition, most hits filed as inhibitors. TbPYK enzyme, Kinase-Glo Plus ATP luminescence, 45 min. actives 0.12% (n = 410,000); active = well fitted inhibition curve with a large enough effect; inconclusive = small, poorly fitted or top-dose-only effect; also: nearly all actives have a fitted effect of over 50% in size
#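 T. brucei PYK with substrate was exposed to pin-transferred compounds across a concentration series, then started with 130 uM ADP (final). After 45 min at room temperature, Kinase-Glo Plus luminescence was read, normalized and curve-fitted.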
# * hit, by the source's call; ? = inconclusive; [ ] = dose if it differs, or a comment. % is scaled to controls: 0 for no effect and ±100 for the full control effect; potency is read from the fitted curve at half-maximal effect. Only part of the results is shown (hit frequency here may not be typical).
No.	SMILES	Tb PYK inh
1	O=C(C[C@H]1C(=O)N(c2ccc(Br)cc2)C[C@@H]1Cc1ccccc1)Nc1ccccc1	-2.3%
2	CCc1ccc(C(O)c2ncc(-c3ccccc3Cl)[nH]2)cc1 (stereo unspecified)	-3.5%
3	CCOc1ccc(NC(=O)N2CCOc3ccccc32)cc1	-2.4%
4	Nc1nc(N)c(N=O)c(Nc2cccc(Cl)c2)n1	1.7%
5	Fc1ccc(-n2cc(-c3ccccc3)c3c(NCCc4ccccc4)ncnc32)cc1	-3.6%
6	C[C@H](CO)N1C[C@H](C)[C@@H](CN(C)Cc2ccncc2)OCCCC[C@H](C)Oc2ccc(NC(=O)CCCN(C)C)cc2C1=O	-20.9%
7	Cc1cc(O)ccc1-c1cc(C(=O)NCc2cc(C(F)(F)F)cc(C(F)(F)F)c2)[nH]n1	-7.4%
8	COc1ccc(CNC(=O)c2cc3c(-c4ccccc4F)nn(C)c3s2)cc1	-6.0%
9	CCCCN1C(=O)C(O)(c2c(C)[nH]c3ccccc23)c2ccccc21 (stereo unspecified)	4.4%
10	Cc1cc(C)n2nc(CNS(=O)(=O)c3ccccc3)nc2n1	-1.7%
11	Cc1ccccc1Cn1cc(CCC(=O)NCc2cccc(Br)c2)c2ccccc21	4.8%
12	O=C(O)CCC(=O)N1CCc2cc(S(=O)(=O)NCc3ccc(F)cc3)ccc21	3.9%
13	Cc1ccc(Cn2nnc3sc4c(c3c2=O)CCC(C)C4)cc1 (stereo unspecified)	-11.9%
14	COc1ccc(Nc2oc(/C=C/c3ccc(F)cc3)nc2C#N)cc1	2.0%
15	COC(=O)c1ccc(NC(=O)CC2C(=O)N(c3ccccc3)C(=O)N2C2CCCC2)cc1 (stereo unspecified)	-1.4%
16	CCOC(=O)C1(C)NC(c2ccc(OC)c(OC)c2)C2C(=O)N(c3cccc(C(C)=O)c3)C(=O)C21 (stereo unspecified)	-6.3%
17	CCCCN(C)c1c(C)nc2ccc(C(=O)NCCOc3ccc(OC)cc3)cn12	1.4%
18	CCOC(=O)[C@]12CCCC=C1N(Cc1cccc3ccccc13)C(=O)[C@H](CC(=O)NCCCOC)C2	4.3%
19	COC(=O)[C@H]1C[C@@]2(O)CN(S(=O)(=O)c3ccc(C)cc3)C[C@@]2(OC(=O)NCc2ccccc2)C[C@H]1C(=O)OC	1.7%
20	Cc1cc(C)cc(NC(=O)C2CCN(S(=O)(=O)c3c(C)noc3/C=C/c3ccco3)CC2)c1	3.7%
21	CCOC(=O)c1ccc(NC(=O)c2ncn3c2C(=O)N[C@H](C)C3)cc1	5.6%
22	COc1ccc(NC(=O)N(CCC(C)C)C(C)c2cccs2)c(OC)c1 (stereo unspecified)	-8.1%
23	COc1ccc(C2=NC(c3ccccc3)=Nc3ccc(C)cc3N2)cc1	-1.9%
24	CC(C)(C)OC(=O)N1CCC(c2c(C(=O)Nc3ccc4c(c3)OCCO4)cnn2-c2ccccc2)CC1	-1.0%[15.4 µM]
25	NC(=S)c1ccc(OCCCc2ccccc2)cc1	1.2%
26	COc1cc(OC)c(NC(=O)CCCn2nc(C)c3c(C)n(-c4ccccc4)nc3c2=O)cc1Cl	-0.3%
27	COC(=O)c1cc2oc3ccccc3c2n1Cc1nc(-c2ccccc2Cl)oc1C	3.5%
28	COc1cccc(C(=O)NCC(c2ccc(N(C)C)cc2)N2CCOCC2)c1OC (stereo unspecified)	-3.8%
29	CCOc1ccc(C(=O)Nc2ccc(C(=O)OCc3cc(=O)n4c(C)csc4n3)cc2)cc1	0.8%
30	Cc1ccc([N+](=O)[O-])cc1S(=O)(=O)N1CCn2cccc2C1c1ccccc1F (stereo unspecified)	-5.2%
31	CC(C)c1ccc(NS(=O)(=O)c2ccc3[nH]cc(C(=O)NC4CCCCC4)c(=O)c3c2)cc1	2.7%
32	CCC(=O)N1CCc2cc(Br)cc(S(=O)(=O)NCCc3cccc(C)c3)c21	1.0%
33	O=C(NCC(c1cccnc1)N1CCN(Cc2ccccc2)CC1)C(=O)Nc1cccc(Cl)c1 (stereo unspecified)	-0.5%
34	CCOc1ccc(Cl)cc1-c1cc(C(=O)Nc2ccc(OC)cc2OC)[nH]n1	4.5%
35	Cc1ccc(C)c(Cn2c(=O)n(Cc3ccccc3)c(=O)c3c2c2cc(C)ccc2n3C)c1	5.7%
36	Cc1ccc2nc3c(cc(C#N)c(=O)n3-c3nnc(SCc4ccccc4)s3)c(=O)n2c1	-2.5%
37	O=C(CCCc1ccccc1)NC1CC(=O)N(c2ccc(Cl)cc2)C1 (stereo unspecified)	-0.2%
38	CC(=O)c1ccc(NC(=O)c2nc(-c3ccc(C)cc3)n3c2CCCCC3)cc1	3.8%
39	Cc1ccc(Cc2c(-c3ccc(C#N)cc3)nc3c(C)cc(Br)cn23)cc1	-6.9%
40	O=C(c1cnccn1)N1CCC[C@@]2(CCN(c3ccccn3)C2)C1	-1.8%
41	Cc1ccc(C(=O)Nc2nc(-c3ccccc3)ns2)cc1	2.9%
42	Cc1ccc(S(=O)(=O)c2cn(C)c3cc(N4CCCC4)c(F)cc3c2=O)c(C)c1	-3.2%
43	Cc1ccc(SCC(=O)Nc2ccc3oc(-c4ccccc4C)nc3c2)cc1	4.5%
44	CC1=C(c2ccc(C)cc2)S(=O)(=O)N(Cc2ccc(C(=O)NCc3cccc(C)c3)cc2)C1=O	2.1%
45	Cc1ccc2c(CN3CCN(c4ccccc4F)CC3)cc(=O)oc2c1	-4.3%

# (further entries)
item	structure	Tb PYK inh
46	CCSc1ncc(Cl)c(C(=O)N(Cc2ccccc2)c2ccc(OC)cc2)n1	3.1%
47	Cc1ccc(NC(=O)CCNS(=O)(=O)c2ccc3c(c2)CCCC(=O)N3)cc1	-1.5%
48	Cc1cccc(NC(=O)CCn2cnnn2)c1C	6.2%
49	S=C1SCCCN1Cc1ccc(Cl)cc1	-3.2%
50	CCc1cccc(C)c1NC(=O)C1CCCN(S(=O)(=O)c2cccc3nsnc23)C1 (stereo unspecified)	8.9%
51	O=C(CSc1nnc(-c2ccccc2Cl)o1)N1CCCc2ccccc21	1.6%
52	COc1cccc(N2C(=O)CSC23C(=O)N(CC(=O)Nc2cccc(Cl)c2)c2ccccc23)c1 (stereo unspecified)	-4.9%
53	O=C(Nc1cc(Cl)cc(Cl)c1)c1ccc2c(c1)N(Cc1cccc(Cl)c1)C(=O)c1ccccc1S2=O (stereo unspecified)	0.7%
54	O=c1c2c(-c3ccc(Cl)cc3)ccnc2[nH]n1-c1ccccc1	-0.4%
55	Cc1ccc2c(c1)c1c3n2CCN(C(=O)c2ccc(C(F)(F)F)cc2)C3CCC1 (stereo unspecified)	-3.8%
56	O=C(CCS(=O)(=O)c1nc(-c2cccs2)cc(C(F)(F)F)n1)Nc1ccc(OC(F)(F)F)cc1	?
57	CCCCN1CC(c2nc3ccccc3n2CCCCOc2ccc(C)c(C)c2)CC1=O (stereo unspecified)	0.1%
58	COc1cc(Cl)c(C)cc1NC(=O)NC1COc2ccccc2C1 (stereo unspecified)	-0.7%
59	CNc1cncc(-c2ccc(F)cc2F)n1	4.6%
60	Cc1cc(Br)ccc1NC(=O)c1ccc(NS(=O)(=O)c2c(C)noc2C)cc1	-3.6%
61	CCc1ccc(CCC(=O)N2CCN(S(=O)(=O)c3ccc(Br)cc3)CC2)cc1	-0.3%
62	CN(C)c1ccc(CNC(=O)C2CCN(S(=O)(=O)c3ccc4[nH]c(=O)ccc4c3)CC2)cc1	-7.4%
63	Cc1cccc(NC(=O)c2cc3c(=O)n(Cc4cccnc4)ccc3nc2C)c1	0.9%
64	O=C(NCCNC(=O)c1cccnc1)c1cccnc1	2.2%
65	COc1ccc(Cl)cc1NC(=O)c1c(NCc2cccnc2)sc2c1CCCC2	?
66	Cc1ccc(-c2cnc3c(Nc4cccc(OC(F)(F)C(F)F)c4)nccn23)cc1	-6.1%
67	CC(C)c1cccc(C(C)C)c1NC1=NS(=O)(=O)c2ccccc21	-3.5%
68	CN(C)c1ccc(CN2CCC(C(=O)NC(c3ccc(Cl)cc3)c3cnccn3)CC2)cc1 (stereo unspecified)	-6.6%
69	O=C(/C=C/c1ccccc1)N1CCN(Cc2cc(=O)n3nc(-c4ccccc4F)sc3n2)CC1	7.2%
70	COc1ccc(CN2C[C@H]3CON(C)[C@H]3C[C@H]2c2ccc(-c3ccccc3)cc2)cc1	6.1%
71	COc1ccc(C(=O)Oc2ccc(C3NC(=O)c4c(sc5c4CCN(C)C5)N3)cc2OC)cc1 (stereo unspecified)	-3.8%
72	COc1ccc(Cn2c(SCc3ccc(C(=O)NC4CCCC4)cc3)nc3cccnc32)cc1	-9.7%
73	Oc1c(C(c2ccccc2F)N2CCN(Cc3ccccc3)CC2)sc2nc(-c3ccco3)nn12 (stereo unspecified)	1.9%
74	Cc1cc2c(cc1S(=O)(=O)CCC(=O)N1CCCCC1C)OCC(=O)N2 (stereo unspecified)	-0.8%
75	CC(=O)Nc1ccc(S(=O)(=O)N2CCC(n3c(C)nc4cccnc43)CC2)cc1	1.6%

# A stretch from further up, as a working copy:
item	structure	Tb PYK inh
1	O=C(C[C@H]1C(=O)N(c2ccc(Br)cc2)C[C@@H]1Cc1ccccc1)Nc1ccccc1	-2.3%
2	CCc1ccc(C(O)c2ncc(-c3ccccc3Cl)[nH]2)cc1 (stereo unspecified)	-3.5%
3	CCOc1ccc(NC(=O)N2CCOc3ccccc32)cc1	-2.4%
4	Nc1nc(N)c(N=O)c(Nc2cccc(Cl)c2)n1	1.7%
5	Fc1ccc(-n2cc(-c3ccccc3)c3c(NCCc4ccccc4)ncnc32)cc1	-3.6%
6	C[C@H](CO)N1C[C@H](C)[C@@H](CN(C)Cc2ccncc2)OCCCC[C@H](C)Oc2ccc(NC(=O)CCCN(C)C)cc2C1=O	-20.9%
7	Cc1cc(O)ccc1-c1cc(C(=O)NCc2cc(C(F)(F)F)cc(C(F)(F)F)c2)[nH]n1	-7.4%
8	COc1ccc(CNC(=O)c2cc3c(-c4ccccc4F)nn(C)c3s2)cc1	-6.0%
9	CCCCN1C(=O)C(O)(c2c(C)[nH]c3ccccc23)c2ccccc21 (stereo unspecified)	4.4%
10	Cc1cc(C)n2nc(CNS(=O)(=O)c3ccccc3)nc2n1	-1.7%
11	Cc1ccccc1Cn1cc(CCC(=O)NCc2cccc(Br)c2)c2ccccc21	4.8%
12	O=C(O)CCC(=O)N1CCc2cc(S(=O)(=O)NCc3ccc(F)cc3)ccc21	3.9%
13	Cc1ccc(Cn2nnc3sc4c(c3c2=O)CCC(C)C4)cc1 (stereo unspecified)	-11.9%

# (next part)
item	structure	Tb PYK inh
76	CCOc1ccc(NC(=O)CCn2c(-c3ccc(F)cc3)cc(C(C)=O)c2C)cc1	1.5%[15.4 µM]
77	COc1ccc(Br)cc1C(=O)Nc1ccc(-c2nc3cc(Cl)ccc3o2)cc1	3.5%
78	COc1cc(Cl)c(C)cc1NC(=O)c1cc2ccc3cccnc3c2[nH]1	5.8%
79	O=C(Nc1cccc(Br)c1)c1cc(-c2ccc3c(c2)OCCO3)on1	1.9%
80	O=C(Nc1ccc2oc(-c3ccncc3)nc2c1)c1ccccc1Cl	-1.6%
81	COCC(=O)N1CCC2(CCCN(c3ccncc3)C2)CC1	3.4%
82	COc1ccc(CCNCc2c(C(=O)O)c(C)n(Cc3cccc(C)c3)c2C)cc1OC	-1.6%
83	CCN1C(=O)C(Cc2nc3ccccc3c(=O)n2-c2ccc(OC)cc2)c2ccccc21 (stereo unspecified)	2.4%
84	COc1ccc(OC(=O)N(C)C[C@@H]2OCc3cn(nn3)CCCC(=O)N([C@@H](C)CO)C[C@H]2C)cc1	-4.5%
85	N#Cc1cnn(-c2ccc([N+](=O)[O-])cc2[N+](=O)[O-])c1N	7.6%
86	Cc1ccc(NC(=O)c2sc3nc(-c4cc5ccccc5oc4=O)[nH]c(=O)c3c2C)c(C)c1	2.4%
87	COc1ccccc1NC(=O)c1c(C)cc(C)nc1SCC(=O)Nc1ccc(C)c(C)c1	-4.5%
88	CCN(CC)c1ccc(NC(=O)c2cc(C)nc3c2c(C)nn3-c2cccc(F)c2)c(C)c1	3.8%
89	CCN1CCN(c2nnc(-n3cccc3C(=O)Nc3cccc(OC)c3)s2)CC1	-4.3%[15.4 µM]
90	COc1ccc(-c2nc3cc(C(C)C)ccc3o2)cc1NC(=O)c1ccc(C)c(Cl)c1	-2.1%
91	NC(=O)c1ccccc1NC(=O)Cn1nc(Cc2cccnc2)c2ccccc2c1=O	-4.7%
92	Cc1cccc(CNC(=O)c2ccc3oc(=O)n(Cc4ccccc4)c3c2)c1	0.1%
93	O=c1c(-c2ccc(F)cc2)nc2cnc(Nc3ccccc3)nc2n1Cc1cccs1	3.0%
94	COc1ccc(NC(=O)Cn2c(SCc3ccc(F)cc3)nc3cccnc32)c(OC)c1	-2.4%
95	COc1cc(C(=O)Nc2cccc(OCc3cc(=O)n4c(C)csc4n3)c2)cc(OC)c1OC	0.7%
96	O=C(NCc1noc2ccccc12)N1CCN(c2ccccc2)CC1	-13.1%
97	Nc1nc2c(ncn2[C@@H]2O[C@H](CNS(=O)(=O)c3cccnc3)[C@@H](O)[C@H]2O)c(=O)[nH]1	4.7%
98	CCN(Cc1ccccc1)C(=O)CCc1c(C)nc2c(c(C)nn2-c2ccc(C)c(C)c2)c1C	4.1%
99	COc1ccc(NC(=O)N2CC[C@@]3(CCCN(C(=O)c4cccn4C)C3)C2)cc1	-5.9%
100	Cc1ccc(Cl)cc1Nc1sc(C(=O)c2ccccc2)c(N)c1S(=O)(=O)c1ccccc1	-0.9%
101	CCSc1nnc(NC(=O)c2cc(=O)c3cc(C)c(C)cc3o2)s1	-11.1%
102	C=CCOc1cccc(C2C(C(=O)c3ccc(C)o3)=C(O)C(=O)N2CCN2CCOCC2)c1 (stereo unspecified)	0.1%
103	CCOc1ccc(NC(=O)[C@H](Cc2ccccc2)N2Cc3ccccc3C2=O)cc1	-1.0%
104	Cc1ccccc1Nc1c(-c2cccc(N(C)C)c2)nc2ccc(Br)cn12	0.0%
105	Cc1ncoc1C(=O)NCC1=C(c2ccc(S(C)(=O)=O)cc2)C[C@@H]2CC[C@H]1N2Cc1ccco1	-12.7%
106	Cc1nc2ccn(Cc3cccs3)c(=O)c2cc1C(=O)N1CCN(c2ccc(F)cc2)CC1	2.1%
